# High-throughput results as filed in PubChem BioAssay.
# p53ts 39C kill – cytotoxicity in p53ts cells at nonpermissive temperature. H1299-p53A138V viability at 39C, ATP luminescence, 24 h. Potency, µM (series often up to 46.1 µM), for the others: top-dose activity change, negative = cell killing, most hits filed as cytotoxic. 1.5% of 130,000 active. AID 902; also: nearly all actives have a fitted effect of over 55% in size
# Peg3 imprint – genomic imprint erasure induction; mouse ES Peg3-LacZ reporter, beta-gal luminescence, 40 h; Potency, µM (top dose mostly 60.7 µM), without a hit: at the top dose activity change, positive = activation, actives largely listed as activators; 0.02% of 110,000 active; AID 1948;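 also: 0% = negative control wells on the plate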
#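 Imprint erasure is scored as LacZ activity from the silenced maternal Peg3 allele in feeder-free female ES cells cultured 40 h with LIF. Luminescence is normalized to in-plate negative controls and fitted to the Hill equation.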
# p53ts 32C tox – cytotoxicity in p53ts cells at permissive temperature; H1299-p53A138V at 32C, ATP luminescence viability, 24 h; Potency, µM (doses to about 46.1 µM), for inactives: at the highest dose activity change, negative = cytotoxicity, hits mostly cytotoxic; 0.93% of 130,000 active; AID 924;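 also: 0% = DMSO and -100% = full killing by reference compound; nearly all actives have a fitted effect of over 55% in size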
#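 H1299-p53 A138V cells (temperature-sensitive p53) exposed 24 h to up to 46 uM compound at 32C, where p53 is wild-type in conformation. Viability read as ATP luminescence and normalised to DMSO and 100 uM tamoxifen. AC50 fitted with the Hill equation.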
# IkB signaling – inhibitors of IkB signaling in ABC-DLBCL cells; ABC-DLBCL IkBa-CBG/CBR dual luciferase ratio, 4 h; response scale: scaled: untreated 0%, proteasome inhibitor 100%; 0.04% of 110,000 active; Potency, µM (series often up to 57.1 µM), for inactives: at the top dose IkBa stabilization activation; active = well fitted curve in the direction sought with a large enough effect in the signal ratio, not every such curve was filed as active; inconclusive = small, poorly fitted or top-dose-only effect, or a change in a side signal; the % refers to the signal ratio;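 also: the direction sought is a rising ratio; 0% = basal untreated cells and 100% = reference inhibitor full response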
#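 Curves were fitted separately to fusion (green), unfused (red) and ratio luminescence, then classed by r2, magnitude and activity. Cells: OCI-Ly3, 4 h compound plus doxycycline at 37C; 10 uM MG-132 defined full response.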
# * marks the source's active call; other numbers are inactive results; ? = inconclusive; . = no result given; [ ] = dose if it differs, or a comment. Unless noted, calls follow the shape of the dose curve; as a rule, active = well fitted curve in the direction sought with a large enough effect; inconclusive = small, poorly fitted or top-dose-only effect, or another doubt; inactive = no such curve, though single readings can be large; an effect the other way counts as inactive or inconclusive. Unless noted, % is scaled to controls: 0 for no effect and ±100 for the full control effect; potency is read from the fitted curve at half-maximal effect.
(1) COc1cc(C)ccc1OCCSc1nc2ccc(NC(C)=O)cc2s1
(2) CCCCN(CC)CCCNC(=O)c1cn(CC)c2ccc(S(=O)(=O)N3CCOCC3)cc2c1=O
(3) COc1ccc2cc(-c3nc4ccc(C(=O)O)cc4[nH]3)c(=O)oc2c1
(4) Cn1c(=O)c2c(-c3ccc(Cl)cc3)n(Cc3ccc(Cl)cc3)cc2n(C)c1=O
(5) COCCCNC(=O)CCc1c(C)nc2cc(-c3ccc(Cl)cc3)nn2c1C
(6) COc1cccc(C2NC(=O)NC(C)=C2C(=O)Nc2ccc(C)cc2)c1 (stereo not drawn)

Assay by compound	1	2	3	4	5	6
p53ts 39C kill	-27%	-9%	2.5µM*	5%	-24%	15%
p53ts 32C tox	-22%	1%	1.6µM*	23%	-13%	10%
Peg3 imprint	-11%[10.9 µM]	-8%[10.9 µM]	-91%[inhibitor][10.9 µM]	20%[10.9 µM]	-6%[10.9 µM]	-8%
IkB signaling	3.2%	-0.1%	?	?	?	0.8%

(7) O=C(NCc1ccco1)NC12CC3CC(CC(C3)C1)C2
(8) CCC(C)NC(=O)c1ccc2c(c1)N(Cc1ccccc1)C(=O)c1ccccc1S2(=O)=O (stereo not drawn)
(9) CC1CCN(CC(O)COc2cccc(F)c2)CC1 (stereo not drawn)
(10) COc1ccc(NC(=O)C2CCCN2C(=O)OCc2ccccc2)c(OC)c1 (stereo not drawn)
(11) CC(=O)Nc1ccc(OCc2cc(=O)n3ccccc3n2)cc1
(12) CCOc1ccc(N(CC)S(=O)(=O)N2CCCC(C(=O)NCc3ccccc3OCC)C2)cc1 (stereo not drawn)

Assay by compound	7	8	9	10	11	12
p53ts 39C kill	0%	-9%	-1%	9%	0%	12%
p53ts 32C tox	-7%	22%	10%	-8%	-4%	16%
Peg3 imprint	-7%	-12%[10.9 µM]	3%	3%	-20%[10.9 µM]	-15%[10.9 µM]
IkB signaling	-1.9%	1.5%	-3.6%	1.8%	-2.5%	?

(13) Clc1ccc(CSc2nnc(-c3ccccn3)n2Cc2ccco2)c(Cl)c1
(14) COc1cc2[nH]c(=O)n(Cc3ccc(C(=O)NCc4ccc(C)cc4)cc3)c(=O)c2cc1OC
(15) COc1ccc(NC(=O)Nc2cc(C)ccc2OC)cc1
(16) O=C(NCc1ccccc1)c1cccn1-c1nnc(N2CCCCC2)s1
(17) CCOc1cccc(=O)c2c(C)n(C)c(C)c12
(18) CCC(=O)Nc1ccc2nc(C)n(Cc3ccccc3Cl)c(=O)c2c1

Assay by compound	13	14	15	16	17	18
p53ts 39C kill	10%	23%	?	-8%	8%	8%
p53ts 32C tox	4%	-13%	-19%	-2%	-4%	13%
Peg3 imprint	-14%	7%[10.9 µM]	-62%[inhibitor]	?	-4%	.
IkB signaling	3.6%	-2.3%	1.8%	1.0%	1.7%	.

# Record cards (already shown).
# Record of `COc1cc2[nH]c(=O)n(Cc3ccc(C(=O)NCc4ccc(C)cc4)cc3)c(=O)c2cc1OC` → p53ts 39C kill: 23%; p53ts 32C tox: -13%; Peg3 imprint: 7%[10.9 µM]; IkB signaling: -2.3%
# Record of `Clc1ccc(CSc2nnc(-c3ccccn3)n2Cc2ccco2)c(Cl)c1` → p53ts 39C kill: 10%; p53ts 32C tox: 4%; Peg3 imprint: -14%; IkB signaling: 3.6%

# Carrying on:
(19) Cc1ccc(-n2c(-c3ccccc3)n[nH]c2=S)cc1
(20) Cn1c(=O)cc(OCC(=O)N2CCN(c3ccccc3F)CC2)c2ccccc21
(21) Cc1nnc(NC(=O)CSc2nnc(Cc3cccn3C)n2-c2cccc(C(F)(F)F)c2)s1
(22) Cc1cc(C)cc(Oc2nc3c(C)cccn3c(=O)c2/C=C(\C#N)c2nc3ccccc3s2)c1
(23) CN(Cc1ccco1)c1ncncc1-c1ccccc1C(F)(F)F
(24) CC(C)OC(=O)c1cc2ccccc2[nH]1

Assay by compound	19	20	21	22	23	24
p53ts 39C kill	21%	-22%	7%	0%	7%	-16%
p53ts 32C tox	7%	10%	4%	12%	11%	?
Peg3 imprint	.	-9%[10.9 µM]	-11%	-6%[10.9 µM]	-7%	.
IkB signaling	.	?	1.7%	?	2.3%[11.4 µM]	.

(25) N#CC1=C2SCN(c3ccccc3)CN2C(=O)CC1c1ccccc1Cl (stereo not drawn)
(26) CCN(CC)c1cc(C)c2cc(NC(=O)/C=C/c3ccccc3Cl)ccc2n1
(27) CS(=O)(=O)c1nc(-c2ccco2)cc(C(F)(F)F)n1
(28) O=C(CSc1ccc2nnc(-c3cccnc3)n2n1)NCc1ccc2c(c1)OCO2
(29) COc1ccc(CCNC(=O)Cn2c(=O)n(-c3ccccc3)c(=O)c3c(C)c(C)sc32)cc1OC
(30) C=C(C)CC1Nc2ccccc2NC1CC(=C)C (stereo not drawn)

Assay by compound	25	26	27	28	29	30
p53ts 39C kill	5%	?	?	9%	12%	3%
p53ts 32C tox	-5%	-3%	?	-7%	10%	-1%
Peg3 imprint	-27%	-36%[inhibitor][10.9 µM]	-40%[inhibitor]	-15%	-6%[10.9 µM]	-9%
IkB signaling	2.0%	?	?	-0.7%	-2.2%	1.4%

(31) N#CCCN1CCn2c1nc1ccccc12
(32) CC(C)NC(=O)c1ccc2c(c1)nc1n2CCCCC1
(33) COC(=O)c1c(-c2ccc(Cl)cc2)noc1N1CCN(c2ccc(OC)cc2)CC1
(34) COC(=O)c1ccccc1NC(=O)Cn1c(SC)c(F)cnc1=O
(35) Cc1c(Br)cc(C(=O)OC2CCN(C)CC2)c(C)c1C
(36) COC(=O)CN1C(=O)C(O)(CC(=O)c2cccc(Br)c2)c2ccccc21 (stereo not drawn)

Assay by compound	31	32	33	34	35	36
p53ts 39C kill	-3%	-18%	-11%	10%	-12%	5%
p53ts 32C tox	-1%	-25%	-5%	7%	-10%	-13%
Peg3 imprint	-11%	-5%[10.9 µM]	-4%[10.9 µM]	-8%	-12%	-17%
IkB signaling	-2.4%	-0.3%	0.2%	4.2%	1.0%	-1.7%

(37) COc1cccc(-c2nc(CS(=O)(=O)CC(=O)N3CCN(c4ccccn4)CC3)c(C)o2)c1
(38) CCOc1ccccc1NS(=O)(=O)c1c(C(=O)OC)sc2cccc(F)c12
(39) N#Cc1nc(/C=C/c2ccc(F)cc2)oc1N1CCCCC1
(40) Cc1noc(/C=C/N(C)C)c1S(=O)(=O)N1CCc2ccccc21
(41) C=CCn1c(SCC(=O)NC2CCCC2)nc2scc(-c3ccco3)c2c1=O
(42) Cc1cc(=O)[nH]c2nnc(SCC(=O)Nc3ccc(F)cc3F)n12

Assay by compound	37	38	39	40	41	42
p53ts 39C kill	3%	-6%	-14%	9%	34%[activator]	6%
p53ts 32C tox	-1%	11%	1%	11%	12%	12%
Peg3 imprint	-12%	-7%[10.9 µM]	11%[10.9 µM]	-27%	-14%	13%[10.9 µM]
IkB signaling	?	-0.6%	-2.0%	?	?	4.3%

(43) C=Cc1ccc(CN2C(=O)N(c3ccc(CC)cc3)S(=O)(=O)c3ccccc32)cc1
(44) COc1ccc(N2CCN(C(=O)C3CCN(S(=O)(=O)c4cnc[nH]4)CC3)CC2)cc1
(45) CC1CCCN(C(=O)Nc2cccc(NC(=O)N3CCCC(C)C3C)c2)C1C (stereo not drawn)
(46) CCC(C(=O)OC)n1nnc2sc(-c3ccccc3)cc2c1=O (stereo not drawn)
(47) COc1ccc(S(=O)(=O)N2CCCC2C(=O)Nc2ccc(O)cc2)cc1 (stereo not drawn)
(48) CCOc1ccc(C(=O)NC2CCN(S(C)(=O)=O)CC2)cc1

Assay by compound	43	44	45	46	47	48
p53ts 39C kill	-21%	1%	-13%	?	-1%	1%
p53ts 32C tox	11%	5%	-6%	?	-6%	-5%
Peg3 imprint	12%[10.9 µM]	6%[10.9 µM]	-13%	13%[10.9 µM]	17%	-3%
IkB signaling	-3.0%	-0.3%	0.2%	?	0.3%	-2.0%

(49) COc1ccc(CN2CCN(S(=O)(=O)c3ccc(NC(C)=O)cc3)CC2)c(OC)c1OC
(50) Clc1ccc(-n2cnnn2)cc1
(51) O=C(CSc1nnc([C@@H]2CCCN2)o1)c1ccc(Cl)cc1
(52) Cc1c(C(=O)N2CCC(c3nc4ccccc4s3)CC2)oc2cc(Br)ccc12
(53) c1cncc(CNc2ncnc3ccc(-c4ccoc4)cc23)c1
(54) COC(=O)c1cc(NC(=O)c2ccc(Cn3cc(Cl)cn3)o2)cc(C(=O)OC)c1

Assay by compound	49	50	51	52	53	54
p53ts 39C kill	-6%	11%	10%	2%	14%	?
p53ts 32C tox	3%	-5%	2%	-1%	7%	-22%
Peg3 imprint	-11%[10.9 µM]	7%	-10%	-3%[10.9 µM]	?	-3%
IkB signaling	4.9%	0.6%	1.5%	1.1%	-3.3%[11.4 µM]	3.1%

(55) CC(=O)c1ccc(NC(=O)CN2C(=O)CCc3ccccc32)cc1
(56) CCn1c(=O)n(CC2CCC(C(=O)NC(C)C)CC2)c(=O)c2sccc21 (stereo not drawn)
(57) COc1ccccc1N(C(=O)c1snc(C(N)=O)c1N)C(C(=O)NCCC(C)C)c1ccco1 (stereo not drawn)
(58) Cc1c(Cl)cccc1NC(=O)Nc1nnc(N2CCCCCC2)s1
(59) COc1ccc(CCN2C(=O)c3oc4cc(C)cc(C)c4c(=O)c3C2c2ccccc2F)cc1OC (stereo not drawn)
(60) O=C1CC(c2ccc3c(c2)OCO3)c2cc3c(cc2N1)OCO3 (stereo not drawn)

Assay by compound	55	56	57	58	59	60
p53ts 39C kill	?	-17%	5%	1%	-7%	6%
p53ts 32C tox	?	1%	8%	-3%	5%	9%
Peg3 imprint	-10%[10.9 µM]	-9%[10.9 µM]	0%	-8%[10.9 µM]	8%[10.9 µM]	23%
IkB signaling	0.9%	-1.1%	?	?	-0.1%	?

(61) Cc1ccc(C)c(NC(=O)N2CCC(N3CCN(Cc4ccc(F)cc4)C(=O)C3=O)CC2)c1
(62) COc1ccc(-c2cc3c(=O)n(CC(=O)NC4CCN(Cc5ccccc5)CC4)ncn3n2)cc1
(63) CC1(C)N=C(c2cccc(F)c2)C(=O)N1
(64) O=c1oc2cc(OCc3nn[nH]n3)ccc2c2c1CCCC2
(65) Cn1c(=O)c2[nH]c(NCC3CCCO3)nc2n(-c2ccccc2)c1=O (stereo not drawn)
(66) CCCn1c(=S)[nH]c2cc(C(=O)N3CCN(c4ccccc4OC)CC3)ccc2c1=O

Assay by compound	61	62	63	64	65	66
p53ts 39C kill	-17%	-5%	-3%	-13%	16%	-1%
p53ts 32C tox	7%	-16%	-8%	-7%	12%	2%
Peg3 imprint	-4%[10.9 µM]	1%	-2%	-15%	6%	-4%
IkB signaling	-2.0%	-1.6%	-0.8%	-4.8%	2.2%	5.8%

(67) CC(C)(C)c1ccc(S(=O)(=O)N2CCC(c3nc4ccc(Cl)cc4[nH]3)CC2)cc1
(68) OCc1cnc(SCc2ccc(F)cc2)n1Cc1ccc(F)cc1
(69) CC(C)OCCCn1c(SCC(N)=O)nc2c(sc3ccccc32)c1=O
(70) CC12CN3CC(C)(CN(C1)C3c1ccccc1Cl)C2O (stereo not drawn)
(71) CCc1ccc2oc(C(=O)NCc3ccncc3)c(C)c2c1
(72) Cc1ccc(-n2cc(-c3ccccc3)[nH]c2=O)cc1F

Assay by compound	67	68	69	70	71	72
p53ts 39C kill	15%	-18%	-14%	53%[activator]	-3%	-11%
p53ts 32C tox	4%	-8%	3%	-3%	-23%	-23%
Peg3 imprint	.	-8%[10.9 µM]	5%[10.9 µM]	?	.	-19%
IkB signaling	.	1.2%	-1.5%	0.6%	.	5.9%

(73) Cc1ccc(C)c(NS(=O)(=O)c2ccc3c(c2)CCCN3C(=O)C2CCC2)c1
(74) O=c1[nH]c(=O)n(Cc2ccccc2)c2c1CCC2
(75) CCOc1ccc(-n2c(C)nc3c(cnn3-c3ccc(C)cc3)c2=O)cc1
(76) CCN1C(=O)CC(N2CCN(c3ccc(C(=O)c4ccccc4)cc3)CC2)C1=O (stereo not drawn)
(77) CCc1c(C(=O)NCCc2ccc(OC)c(OC)c2)[nH]c(C)c1C(C)=O

Assay by compound	73	74	75	76	77
p53ts 39C kill	-18%	-2%	6%	-17%	-24%
p53ts 32C tox	5%	-6%	7%	-22%	-4%
Peg3 imprint	-9%[10.9 µM]	-7%	-5%[10.9 µM]	-26%	-19%
IkB signaling	?	0.6%	0.5%	-0.4%	0.5%
